NPY-Y1 antag: blocks the human neuropeptide Y Y1 receptor; AID 1040; 200,000 tested, 1% active; inhibition, % at 3.6 µM; HEK293-CNG Y1 cells, membrane potential fluorescence; NPY at EC95, then isoproterenol;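 active = inhibition above the campaign mean inhibition of all tested compounds plus 3 SD, cut at about 20% in these data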;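 also: 0% = DMSO wells given NPY plus isoproterenol and 100% = isoproterenol alone without NPY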
Target sequence (P25929 whole entry, looked up): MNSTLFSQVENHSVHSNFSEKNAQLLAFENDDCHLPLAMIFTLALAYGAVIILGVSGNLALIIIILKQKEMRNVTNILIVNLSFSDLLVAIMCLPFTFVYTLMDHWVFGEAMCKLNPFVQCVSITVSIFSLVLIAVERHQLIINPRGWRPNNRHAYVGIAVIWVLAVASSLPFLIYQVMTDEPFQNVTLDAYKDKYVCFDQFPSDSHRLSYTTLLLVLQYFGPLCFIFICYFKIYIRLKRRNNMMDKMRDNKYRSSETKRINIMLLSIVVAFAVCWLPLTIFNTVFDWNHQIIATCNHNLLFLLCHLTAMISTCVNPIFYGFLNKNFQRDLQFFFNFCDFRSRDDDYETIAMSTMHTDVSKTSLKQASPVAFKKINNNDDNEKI
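System: HEK293 cells with Y1 receptor plus CNG channel / Probe or stimulus: NPY 25 nM then isoproterenol 1 µM plus Ro 20-1724 25 µM / Compound: one concentration, 3.6 µM, in 0.4% DMSO / Schedule: compound incubation 1 h at room temperature, readout 45 min post-stimulation / Measured by: membrane potential fluorescence / Read-out: % inhibition of NPY effect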
S1P4 ag: activates the human S1P4 receptor | S1P4-expressing cell line, agonist reporter assay | activation, % at 4.98 µM | 220,000 tested, 0.35% active | AID 1509; in the data active = activation above about 11%;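 also: 0% = DMSO vehicle and 100% = reference agonist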
NPY-Y1 PAM-ag: potentiators or agonists of human neuropeptide Y receptor Y1 | AID 1304 | activation, % at 3.6 µM | P25929 | NPY-Y1 expressing cells, potentiator/agonist activation | 220,000 tested, 0.37% active; in the data active = activation above about 33%, passing the limit was not always enough;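 also: cells stimulated with NPY at EC10 then isoproterenol at EC100; 0% = low agonist plus stimulus and 100% = saturating agonist plus stimulus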
p97 inhibitor: blocks human p97 ATPase activity; P55072; recombinant p97 ATPase, Kinase-Glo ATP luminescence, 3 h; inhibition, % at 8 µM; 220,000 tested, 0.42% active; in the data active = inhibition above about 15%;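 also: 0% = DMSO vehicle and 100% = wells lacking enzyme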
eIF4E-4G inh: inhibitors of eIF4E and eIF4G interaction in translation initiation; AID 782; P63073+Q04637; inhibition, % at 21.7 µM; 220,000 tested, 0.37% active; TR-FRET eIF4E-eIF4GI(517-606) binding, 2 h;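 active = inhibition above about 30%, limit read from the data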;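 also: 0% = full FRET control wells and 100% = background wells lacking eIF4GI fragment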
EP2 antag: inhibitors of human EP2 prostaglandin E2 receptor. 260,000 tested, 0.52% active. C6 glioma cells expressing human EP2, cAMP TR-FRET; cells stimulated with saturating PGE2. AID 1422. inhibition, % at 25 µM. P43116;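 active = percent inhibition above 40 after rounding to a whole number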;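 also: rat C6 glioma host cells with rolipram phosphodiesterase inhibitor present; the protocol text gives 20 µM as final concentration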
NPY2 pot ag: potentiates or activates human NPY-Y2 receptor. 220,000 tested, 0.45% active. AID 1359. activation, % at 3.6 µM. cells expressing NPY-Y2, potentiator/agonist read-out; in the data active = activation above about 27%;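 also: cells stimulated with NPY near EC25 plus isoproterenol at EC100; 0% = vehicle plus submaximal agonist and 100% = vehicle plus saturating agonist; some results beyond the cut were filed as inactive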
Target sequence (P49146 whole entry, looked up): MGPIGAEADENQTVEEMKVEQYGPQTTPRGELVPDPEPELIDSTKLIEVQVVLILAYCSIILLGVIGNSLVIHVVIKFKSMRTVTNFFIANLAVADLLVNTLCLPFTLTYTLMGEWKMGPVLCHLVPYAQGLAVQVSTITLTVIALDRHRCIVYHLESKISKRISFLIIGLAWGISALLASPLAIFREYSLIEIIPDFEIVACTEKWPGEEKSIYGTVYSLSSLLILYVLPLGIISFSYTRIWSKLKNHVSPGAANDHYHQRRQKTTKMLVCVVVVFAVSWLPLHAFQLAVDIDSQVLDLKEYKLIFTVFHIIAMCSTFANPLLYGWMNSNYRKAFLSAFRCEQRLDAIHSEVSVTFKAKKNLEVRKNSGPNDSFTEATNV
S1P4 antagonist: blocks the human S1P4 receptor; O95977; S1P4-expressing cells, antagonist mode, reporter read-out; inhibition, % at 4.98 µM; 220,000 tested, 0.26% active; AID 1510; in the data active = inhibition above about 29%;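 also: 0% = wells stimulated with agonist and 100% = vehicle wells without agonist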
EP2 modulator: EP2 receptor (human) modulation | EP2-expressing cells, cAMP HTRF FRET, PGE2 co-stimulation | induction, % at 25 µM | AID 940 | P43116 | 260,000 tested, 0.83% active;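 active = compounds whose cAMP rise, as percent of the full-agonist control response, exceeds 60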;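 also: rat C6 glioma line stably carrying human EP2 under a CMV promoter; the protocol text gives 20 µM as final concentration; 100% = response of wells given 1 µM PGE2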
Active calls of the source: *; / = not tested or not shown; & = joins results of further samples; [ ] = remark or other dose. Only part of the results is shown; count on the stated rates, not on these rows.

The opening nine records, ahead of the listing:
Each structure is followed by: NPY-Y1 antag	S1P4 ag	NPY-Y1 PAM-ag	p97 inhibitor	eIF4E-4G inh	EP2 antag	NPY2 pot ag	S1P4 antagonist	EP2 modulator
CCCN1C(=O)c2cc(C(=O)NCCc3cccc(C)c3)ccc2C1O (stereo not given)
→ 0	-0.4	13	0	4	18	11	-16	-4
CS(=O)(=O)N(Cc1ccccc1)c1ccc(C(=O)N2CCN(c3cccc(Cl)c3)CC2)cc1
→ 0	0.8	-5	-7	-2	8	-13	5	-30
COc1ccc2nc(NC(=O)c3cccc(-c4cc5ccccc5oc4=O)c3)sc2c1
→ -2	1.6	-10	0	30	13	-18	3	8
CCOC(=O)C1CCN(C(=O)Cn2cc(C(=O)C3CC3)c3ccccc32)CC1
→ 3	-1.7	-20	0	-2	5	5	-9	-8
O=C(NNC1CC(=O)N(c2ccc(Br)cc2)C1=O)c1cccs1 (stereo not given)
→ /	0.7	9	5	-1	2	-6	-9	21
CC1(c2cc(C(F)(F)F)n3nc(C(=O)O)cc3n2)CC1
→ 16	0.8	-18	-4	5	7&8	-8	-8	-1&22
CCOC(=O)N1CCN(C(=O)CSc2ccc3nnc(-c4cccnc4)n3n2)CC1
→ -4	-0.4	-23	-3	1	0	-2	-12	-7
COc1cc(C(=O)N2CCN(S(=O)(=O)c3ccc(F)cc3)CC2)cc(OC)c1OC
→ -1	3.8	-5	-7	10[fluorescence artefact?]	6	-2	-10	7
COc1ccc2cc3cc(C(=O)N4CCN(c5ccccc5)CC4)oc3nc2c1
→ 2	0.3	-3	-4	-2	3	2	-13	-16

This part in full, from the start:
Each structure is followed by: NPY-Y1 antag	S1P4 ag	NPY-Y1 PAM-ag	p97 inhibitor	eIF4E-4G inh	EP2 antag	NPY2 pot ag	S1P4 antagonist	EP2 modulator
CCCN1C(=O)c2cc(C(=O)NCCc3cccc(C)c3)ccc2C1O (stereo not given)
→ 0	-0.4	13	0	4	18	11	-16	-4
CS(=O)(=O)N(Cc1ccccc1)c1ccc(C(=O)N2CCN(c3cccc(Cl)c3)CC2)cc1
→ 0	0.8	-5	-7	-2	8	-13	5	-30
COc1ccc2nc(NC(=O)c3cccc(-c4cc5ccccc5oc4=O)c3)sc2c1
→ -2	1.6	-10	0	30	13	-18	3	8
CCOC(=O)C1CCN(C(=O)Cn2cc(C(=O)C3CC3)c3ccccc32)CC1
→ 3	-1.7	-20	0	-2	5	5	-9	-8
O=C(NNC1CC(=O)N(c2ccc(Br)cc2)C1=O)c1cccs1 (stereo not given)
→ /	0.7	9	5	-1	2	-6	-9	21
CC1(c2cc(C(F)(F)F)n3nc(C(=O)O)cc3n2)CC1
→ 16	0.8	-18	-4	5	7&8	-8	-8	-1&22
CCOC(=O)N1CCN(C(=O)CSc2ccc3nnc(-c4cccnc4)n3n2)CC1
→ -4	-0.4	-23	-3	1	0	-2	-12	-7
COc1cc(C(=O)N2CCN(S(=O)(=O)c3ccc(F)cc3)CC2)cc(OC)c1OC
→ -1	3.8	-5	-7	10[fluorescence artefact?]	6	-2	-10	7
COc1ccc2cc3cc(C(=O)N4CCN(c5ccccc5)CC4)oc3nc2c1
→ 2	0.3	-3	-4	-2	3	2	-13	-16
CC(C)OC(=O)Nc1ccc(Oc2c(F)c(F)c(F)c(F)c2F)cc1
→ 9	-0.2	9	1	-2	10	-2	-15	5
Cc1[nH]c2ccccc2c1C(=O)COC(=O)c1c(-c2c(F)cccc2Cl)noc1C
→ 3	4.0	18	1	2	10	12	9	-21
Cc1ccc(C(=O)NCC(=O)N/N=C/c2cccs2)cc1[N+](=O)[O-]
→ -5	1.4	2	-2	-1	1	2	-25	-17
Cn1c(=O)[nH]c(=O)c2c1nc(Br)n2CCSc1ncccn1
→ 6	-1.0	1	-9	8	12	7	-10	7
COc1ccc(-n2c(SCC(=O)Nc3cc(C)on3)nc3ccccc3c2=O)cc1Cl
→ -5	0.3	1	-1	-2	14	-13	4	-8
COc1ccc(/C=C/C(=O)N(CC(C)C)CC(C)C)cc1Br
→ 11	1.9	-1	-8	1	-1	-20	-5	27
O=C(Nc1cnn(Cc2ccc(F)cc2)c1)c1noc2c1CCCC2
→ -3	1.3	-1	1	6	4	3	4	-27
c1ccc(N2CCN(c3cnc4ccccc4n3)CC2)cc1
→ -2	-1.6	5	-2	7	-4	-11	-8	9
CCCCNC(=O)/C(=C/c1ccccc1)NC(C)=O
→ 5	-1.1	11	-1	1	4	-10	-8	21
CN(CCCNC(=O)Cn1cccc1C(=O)c1ccccc1)C1CCCCC1
→ 3	0.7	-3	3	4	4	-21	-11	-16
COc1ccc(NC(=O)CCSc2cc(C)c3ccccc3n2)cc1
→ 9	0.8	-52	-1	-15[fluorescence artefact?]	13	-20	-3	-24
O=C(CSc1ncn[nH]1)Nc1cccc(S(=O)(=O)N2CCCCCC2)c1
→ -10	0.8	10	-3	2	9	5	7	15
CCOCCCNC(=O)CN1CCN(c2ccc(F)cc2)CC1
→ 5	-1.8	3	3	0	10	1	3	0
COc1ccc(N2C(=O)CCC2=O)c(OC)c1
→ -1	1.4	-18	-3	0	5	0	-8	1
CCOC(=O)c1nc(SC)n(C)c1C(=O)OCC
→ /	1.3	-10	4	-6	3	-10	0	-22
Cc1ccc(N(Cc2cc3ccccc3[nH]c2=O)C(=O)c2cccs2)cc1
→ 5	-0.8	9	-3	8	1	-2	-1	53
Cn1c(N)c(C#N)c2c(c1=S)CSC(C)(C)C2
→ 3	1.5	9	0	0	14	-3	-13	-26
COc1ccc(C2C3=C(CC(C)(C)CC3=O)Nc3c2c(=O)[nH]c(=O)n3Cc2ccccc2)cc1 (stereo not given)
→ -7	1.5	-7	-1	1	4	3	2	-5
CCOC(=O)c1ccc(NC(=O)CSc2nc(SC)ns2)cc1
→ 1	-0.7	-20	-1	1	11	-12	-2	0
Cc1ccc(N=C2NC(=O)/C(=C\c3ccsc3)S2)c(C)c1
→ 0	9.9	10	4	-1	12	4	1	-35
Cc1ccc(C(=O)/C=C/Nc2cccc([N+](=O)[O-])c2)o1
→ -3	1.2	-2	4	0[fluorescence artefact?]	9	5	-9	-11
Cc1ccc(-c2nn(-c3ccccc3)cc2/C=C2\SC(=S)N(CC(=O)O)C2=O)cc1
→ /	-0.3	22	-15	10	9	12	-10	10
CC(C)(C)c1cc(CCC(=O)NN)cc(C(C)(C)C)c1O
→ 6	-0.5	-9	2	0	7	0	-18	-1
Cc1nnsc1C(=O)N1CCC(CO)(Cc2ccccc2Cl)CC1
→ /	-1.2	7	5	-2	11	7	-1	4
Cc1cccc(C)c1NC(=S)NCCc1ccccn1
→ 8	-0.4	3	3	18[fluorescence artefact?]	3	3	6	-19
O=C(O)C1CCN(c2ccc([N+](=O)[O-])cc2[N+](=O)[O-])CC1
→ /	-0.1	-10	4	10	1	-2	-7	26
O=C(Nc1nnc(-c2ccc(Cl)s2)o1)C1CC1
→ -4	0.2	-11	8	-1	-1	2	-4	34
Cc1ccccc1NNC(=O)C(=O)NNc1ccccc1C
→ /	1.0	0	-4	-2	5	7	-2	-15
Cc1ccc2oc(=O)c3cnn(CC(=O)NCCC(C)C)c3c2c1
→ 2	1.3	1	1	9[fluorescence artefact?]	7	3	1	18
O=C(Nc1ccc2oc(-c3ccncc3)nc2c1)c1ccccc1F
→ -2	0.2	-27	1	-1	15	-12	-11	-12
CNCc1ccccc1Sc1ccc(O)c(O)c1
→ 1	-1.2	15	9	23	4	2	-5	-52
C/C(=N\NC(=S)Nc1ccc(F)cc1)C1CC1
→ -5	-1.2	-2	-6	7	4	-11	6	-10
CCOc1ccc(C(=O)/C=C/c2cn(CN3CCN(C)CC3)c3ccccc23)cc1
→ 6	3.4	-7	7	0[fluorescence artefact?]	6	-13	11	-44
O=C(COC(=O)C1CC2C=CC1C2)Nc1ccc2c(c1)OC(F)(F)O2 (stereo not given)
→ -7	1.2	-3	-8	-1	16	1	-7	-13
COc1ccc(C2C(C#N)=C(N)Oc3cc(C)[nH]c(=O)c32)c(OC)c1OC (stereo not given)
→ -3	-1.1	-4	-7	-2	13	-6	-1	3
Cc1cc(C)nc(N(C#N)Cc2ccccc2Cl)n1
→ 4	-1.9	-2	2	0	16	-6	-8	20
O=C(O)COc1ccc(NC(=O)c2ccc(NC(=O)c3ccco3)cc2)cc1
→ 5	0.4	14	6	-1	9	10	-13	18
CC1=C(C(=O)N2CCOCC2)C(c2ccccc2F)NC(=O)N1 (stereo not given)
→ 5	1.7	11	4	3	6	-6	-24	12
COC(=O)c1cccc2c1-c1ccccc1/C2=N/O
→ 4	-0.2	-23	9	-1	/	-6	-9	5
CCOC(=O)CNc1c(-c2ccc(O)cc2)nc2ccc(Cl)cn12
→ 11	-2.0	-19	2	6	15&9	-5	-1	-25&-14
Cc1cccc(N(Cc2ccc(Cl)cc2)S(C)(=O)=O)c1
→ 3	1.2	7	1	3	5	8	8	36
Cc1cc2c(cc1C)C(c1cc(Br)ccc1F)CC(=O)N2 (stereo not given)
→ 1	-1.2	-15	2	-2	3	0	-5	32
O=C(CSc1nc(-c2ccco2)cc(C(F)(F)F)n1)N1CCc2ccccc2C1
→ 1	2.9	-30	-2	1	8	2	-22	-13
O=C(CSc1nc2c(c(=O)n1-c1ccc(Cl)cc1)SCC2)N1CCCC1
→ 8	-1.2	7	5	/	9	8	-19	-20
Cc1cc(C)c[n+](C[n+]2cc(C)cc(C)c2)c1
→ 1	0.1	9	1	-1	3	1	-2	35
O=C(Nc1cccc2ccccc12)/C(=C/c1cccc([N+](=O)[O-])c1)NC(=O)c1cccs1
→ 0	-1.0	13	7	0	7	9	9	-3
Nc1nc(-c2ccccc2)cc(N2CCCCC2)n1
→ 16	-1.6	-28	0	-4	12	-17	-23	-17
CCOC(=O)c1c(-c2ncc(C(F)(F)F)cc2Cl)noc1C
→ 2	-0.3	-4	1	0	1	0	2	-4
COCC(=O)Nc1cc(OC)ccc1OC
→ 2	-1.2	-19	-4	5	12	-2	-15	27
NNC(=O)c1sc2nc(N3CCOCC3)c3c(c2c1N)CCCC3
→ /	2.0	-12	-3	-1	15	3	-3	1
CC(C)(C)c1ccc(C(=O)c2c[nH]c(C(=O)NCC3CCCO3)c2)cc1 (stereo not given)
→ 0	0.2	-3	3	2	13	11	-13	-5

(further entries)
Each structure is followed by: NPY-Y1 antag	S1P4 ag	NPY-Y1 PAM-ag	p97 inhibitor	eIF4E-4G inh	EP2 antag	NPY2 pot ag	S1P4 antagonist	EP2 modulator
Cc1ccc(-c2nnc(Nc3ccc(CC(N)=O)cc3)c3ccccc23)cc1
→ 1	0.8	2	-2	0	13	-5	0	-12
OCCNc1nc(Nc2ccc(Br)cc2)nc2ccccc12
→ 0	-0.8	20	5	1	14	19	-10	-68
CN1CCN(c2nc3nonc3nc2N2CCN(C)CC2)CC1
→ 2	1.7	-9	7	5	5	-7	4	-9
Cc1ccc(CNC(=O)CSc2nc3[nH]ncc3c(=O)[nH]2)cc1
→ 16	0.5	-2	-3	-15[fluorescence artefact?]	1	-8	-12	7
CCCCNC(=O)C1CC(=O)N(C2CCCC2)C1 (stereo not given)
→ 4	-0.2	-1	-5	-9	9	-3	-7	-6

Screens from PubChem BioAssay.
